CAL PDZ FP-1 – inhibitors of human CAL PDZ peptide binding; Q9HD26; purified CAL PDZ, TMR-peptide fluorescence polarization, 1 h; inhibition, % at 20 µM; 0.02% of 330,000 active; AID 504414;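 active = highest replicate inhibition of at least 40%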;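 note: plate controls were DMSO neutral control wells for no effect and unlabeled competitor peptide control wells for full effect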
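System: purified tagged CAL PDZ domain construct (CerCALP). Schedule: 1 h incubation at room temperature before polarization reading. Medium: 25 mM sodium phosphate pH 7.4, 150 mM NaCl, TCEP, IgG, Thesit. Read-out: percent inhibition from loss of millipolarization. Measured by: FP readout, S and P plane fluorescence. Probe or stimulus: fluorescent TMR peptide probe.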
AddAB inh – less growth of phage-infected E. coli with AddAB; E. coli expressing H. pylori AddAB, absorbance growth; 0.29% of 330,000 active; inhibition, % at 11.9 µM; in the data active = inhibition above about 12%;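 note: 0% = vehicle wells of infected cells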
Wnt bcat act – Wnt/beta-catenin pathway activation; Wnt/beta-catenin reporter cell assay, activator, plate reader; activation, % at 9.35 µM; 1.2% of 300,000 active; AID 743398; in the data active = activation above about 30%, passing the limit was not always enough;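 note: 0% = neutral control wells and 100% = positive control wells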
MITF act – activators of MITF-driven TRPM1 promoter activity in SK-MEL-5 cells | 0.75% of 300,000 active | SK-MEL-5 TRPM1-promoter luciferase, 24 h; % of positive control, neutral wells = 0 | AID 588334 | activation, % at 12.5 µM;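 active = mean activation of at least 80% with every replicate also reaching 80%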;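 note: 0% = neutral control wells and 100% = parthenolide positive control wells; values of inactives mirror those of a sister screen read the other way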
phage Ecoli inh – E. coli growth loss with phage present; growth absorbance; inhibition, % at 11.9 µM; 0.26% of 360,000 active; in the data active = inhibition above about 11%
SR-BI HDL uptake – blocks mouse SR-BI lipid uptake from DiI-HDL; ldlA[mSR-BI] CHO cells, DiI-HDL uptake fluorescence, 3 h; inhibition, % at 12.5 µM; 0.96% of 320,000 active; AID 488896;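 active = mean replicate inhibition of at least 70% and a set share of replicates each scoring 70 or more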;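 note: 0% = median of neutral control wells and 100% = median of positive control wells; values of inactives mirror those of a sister screen read the other way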
Target sequence (Q61009 whole entry, looked up): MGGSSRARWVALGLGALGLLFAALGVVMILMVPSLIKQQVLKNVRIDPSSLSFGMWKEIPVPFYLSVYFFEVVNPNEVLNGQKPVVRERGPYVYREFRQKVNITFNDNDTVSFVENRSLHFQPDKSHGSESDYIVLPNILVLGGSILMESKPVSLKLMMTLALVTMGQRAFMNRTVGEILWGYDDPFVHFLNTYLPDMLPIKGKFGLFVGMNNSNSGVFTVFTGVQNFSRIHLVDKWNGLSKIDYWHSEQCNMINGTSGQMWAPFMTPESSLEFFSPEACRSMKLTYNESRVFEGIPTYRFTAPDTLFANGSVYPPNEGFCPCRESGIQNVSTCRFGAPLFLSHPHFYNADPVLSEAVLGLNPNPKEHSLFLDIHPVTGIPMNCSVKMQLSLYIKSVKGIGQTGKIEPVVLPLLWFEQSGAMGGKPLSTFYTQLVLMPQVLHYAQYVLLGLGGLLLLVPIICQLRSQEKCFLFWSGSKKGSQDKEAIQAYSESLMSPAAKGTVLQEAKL
E coli growth – counter-screen for AddAB inhibitors: E. coli growth inhibition; E. coli V3065 growth, OD600 absorbance, 18 h; inhibition, % at 11.9 µM; 0.27% of 330,000 active;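 active = inhibition above the campaign's mean inhibition across all tested compounds plus 3 SD, cut at about 9.9% in these data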;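 note: uninfected addAB+ strain grown without phage in ampicillin broth; 0% = DMSO wells and 100% = ciprofloxacin 0.95 µg/ml wells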
CAL PDZ FP-2 – blocks peptide binding to the human CAL PDZ domain; 0.92% of 300,000 active; purified CAL PDZ, TMR-peptide fluorescence polarization, 1 h; Q9HD26; AID 602252; inhibition, % at 24.9 µM;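 active = mean inhibition of at least 30% with at least half of replicates also reaching 30%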;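 note: 0% = DMSO neutral control and 100% = excess unlabeled competitor peptide PRC23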
SR-BI uptake up – SR-BI HDL lipid transfer activation; CHO ldlA[mSR-BI] cells, DiI-HDL uptake fluorescence, 3 h; 100 = double the neutral-control signal; activation, % at 12.5 µM; 0.096% of 320,000 active;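 active = mean replicate activation of at least 60% and every replicate at or above 60%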;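 note: 0% = median plate neutral-control signal and 100% = twice that signal; values of inactives mirror those of a sister screen read the other way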
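material = CHO ldlA[mSR-BI] cells | medium = Ham's F12 with 0.5% BSA, HEPES 25 mM, pH 7.4 | reagent = fluorescent DiI-HDL, 10 µg/mL final | compound dosing = single-point compound dose | incubation = 3 h, 37 °C | measured by = bottom-read fluorescence, 550/595 nm | measure = HDL uptake via cellular fluorescence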
Tat export inh – inhibitors of E. coli Tat protein transport; E. coli MC4100 TorA-mCherry Tat export, fluorescence; inhibition, % at 10 µM; 0.036% of 340,000 active;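 active = mean replicate inhibition at least 50% and at least half of replicates individually reaching 50%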;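 note: exported cargo escapes ClpAP degradation while cytoplasmic cargo is degraded and loses fluorescence; 0% = median of neutral control wells and 100% = median of NaSCN control wells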
The depositor's hits bear a star; / = not tested or not shown.

SMILES	CAL PDZ FP-1	AddAB inh	Wnt bcat act	MITF act	phage Ecoli inh	SR-BI HDL uptake	E coli growth	CAL PDZ FP-2	SR-BI uptake up	Tat export inh
COc1cccc2[nH]c(C(=O)NN)c(N)c12	1.2	1.0	0	0	3.3	14	0.7	-5	-14	0
O=C(CSc1cc(Cl)ccc1Cl)NCC(=O)Nc1ccc(F)c(F)c1F	-2.7	0.9	-10	17	1.4	30	3.9	-4	-30	-1
Cc1ccccc1N1CCN(C(=O)CN2C(=O)c3ccccc3C2=O)CC1	-0.3	1.4	/	16	2.8	8	-1.7	2	-8	-4
Cc1csc(N2CCN(c3cc4nc(-c5ccncc5)[nH]c4cc3Cl)CC2)n1	0.5	3.2	-4	-11	1.2	43	0.9	-1	-43	3
COC(=O)c1ccc(Nc2c([N+](=O)[O-])c(=O)oc3ccccc23)cc1	-0.7	-1.0	1	/	3.1	-2	0.6	-4	2	-8
Cc1ccc(C)c(C(=O)CCC(=O)NNC(=O)c2cccs2)c1	0.0	1.2	0	3	-2.0	-21	-0.3	/	21	0
Cc1ccc(S(=O)(=O)N2CCCNCC2)cc1	-3.0	4.0	-3	2	2.6	/	0.3	-5	/	-3
CC(Sc1nnc(CC(=O)Nc2ccccc2F)n1C)C(=O)Nc1nccs1 (centres undefined)	-1.7	2.3	0	/	0.2	/	-0.8	-4	/	-2
CCCCNc1ncnc2c1nnn2Cc1ccccc1Cl	0.4	1.5	-1	-3	1.3	-11	-2.2	0	11	2
S=c1[nH]nc(-c2cccnc2)n1/N=C/C=C/c1ccccc1	-2.0	-1.2	5	2	1.2	0	-1.5	-1	0	-3
Cc1ccc(C(=O)NC(C)c2ccc(-n3ccnc3)cc2)cc1 (centres undefined)	-1.5	2.2	-2	-1	-0.1	/	3.1	-2	/	-5
Cn1cc(S(=O)(=O)Nc2ccc(Cl)cc2Cl)c(=O)n(C)c1=O	-0.3	2.9	-1	2	1.3	-11	0.9	/	11	-3
COc1cccc(NC(=O)OCCN2CCN(Cc3ccccc3)CCC2=O)c1	-1.2	1.9	2	8	0.6	-7	-1.9	-1	7	-10
CC(C)(C)OC(=O)C(Cl)(C(=O)OC(C)(C)C)c1ccc2nnnn2n1	0.7	/	-1	-1	2.0	-21	/	-20	21	6
CCN(c1ccccc1)S(=O)(=O)c1cc([N+](=O)[O-])ccc1N	-0.5	2.4	0	10	0.5	-7	0.9	5	7	-4
O=C(Nc1ccccc1-c1ccccc1)c1ccc(Br)o1	-1.6	4.6	7	-15	2.5	26	-1.5	0	-26	-3
Cc1oc(-c2ccc(Cl)cc2)cc1C(=O)/C(C#N)=C/Nc1cccc(OC(F)(F)F)c1	0.1	1.4	-3	7	1.2	9	1.0	-3	-9	5
CN(CCC#N)C(=O)CSc1nnc(-c2c[nH]c3ccccc23)o1	-0.7	0.3	3	17	4.9	-9	-1.0	-8	9	1
COc1ccccc1-c1nnc(SCc2nc3ccccc3[nH]2)n1C	-2.6	-0.1	-6	1	2.2	-1	3.5	3	1	19
Cc1cc(C(=O)Nc2cccc(C)c2C)c2ccccc2n1	-2.5	0.2	-1	/	3.8	9	-0.6	-2	-9	-6
Cc1nc(N2CCOCC2)c2c(C)c(C(=O)Nc3ccccc3C(F)(F)F)sc2n1	-1.8	-0.1	3	8	-1.7	40	1.1	-3	-40	-1
O=C(CSc1ccc(-c2ccccn2)nn1)NC1CCCC1	-0.3	1.9	1	-6	2.5	-18	2.3	-8	18	1
O=C(CCC(=O)N1CCOCC1)Nc1nnc(C2CCCCC2)s1	-0.5	1.8	/	/	2.3	-17	2.2	-3	17	-1
COc1ccc(N(CC(=O)NCc2cccs2)S(=O)(=O)c2ccc(F)cc2)cc1	0.3	3.6	2	2	1.2	4	-1.1	-5	-4	0
CN(C)/C=N/c1cc(=O)[nH]c(=O)n1Cc1ccccc1	-0.9	2.3	-1	-5	0.8	-18	-1.7	-5	18	-8
COCCOC(=O)C(CC(=O)O)NCc1ccco1 (centres undefined)	-2.0	-1.0	-3	1	2.4	/	-0.9	-2	/	-2
O=C(COC(=O)c1ccc(S(=O)(=O)N2CCCC2)cc1)NCc1ccc(Cl)cc1	/	0.7	/	-3	-0.2	6	-3.5	1	-6	-9
N#CC(c1ccc(=O)[nH]n1)c1ccc(Cl)cc1Cl (centres undefined)	-0.1	0.7	0	6	2.0	-5	0.4	2	5	-4
Cc1ccc(-c2nnc(OCC3CCCO3)c3ccccc23)cc1 (centres undefined)	-1.0	3.5	-1	2	3.2	52	0.0	0	-52	-8
Cc1ccc(C(=O)NNC(=O)c2cccc(C)c2)cc1	0.6	1.4	/	41	5.9	-9	-1.8	-2	9	5

Complete entries, quoted from the list.
COc1ccc(N(CC(=O)NCc2cccs2)S(=O)(=O)c2ccc(F)cc2)cc1 is entered as CAL PDZ FP-1 = 0.3; AddAB inh = 3.6; Wnt bcat act = 2; MITF act = 2; phage Ecoli inh = 1.2; SR-BI HDL uptake = 4; E coli growth = -1.1; CAL PDZ FP-2 = -5; SR-BI uptake up = -4; Tat export inh = 0
Cc1ccc(C(=O)NNC(=O)c2cccc(C)c2)cc1 is entered as CAL PDZ FP-1 = 0.6; AddAB inh = 1.4; Wnt bcat act = /; MITF act = 41; phage Ecoli inh = 5.9; SR-BI HDL uptake = -9; E coli growth = -1.8; CAL PDZ FP-2 = -2; SR-BI uptake up = 9; Tat export inh = 5

Next section.
SMILES	CAL PDZ FP-1	AddAB inh	Wnt bcat act	MITF act	phage Ecoli inh	SR-BI HDL uptake	E coli growth	CAL PDZ FP-2	SR-BI uptake up	Tat export inh
Cc1cc2n(n1)C(c1ccc(N(C)C)cc1)Nc1ccccc1-2 (centres undefined)	0.3	0.8	/	8	2.6	7	-0.8	/	-7	-1
COc1ccc(-c2cnc3nc[nH]c(=O)c3n2)cc1	0.4	1.1	1	2	-0.1	24	0.0	-6	-24	2
CCOC(=O)c1cc(C(C)C)sc1NC(=O)COC(=O)CCS(=O)(=O)c1ccccc1	-1.5	5.3	-2	-4	0.7	-36	-1.0	-6	36	7
Cc1sc2nc(CSC(C)C(=O)Nc3ccc(C(N)=O)cc3)[nH]c(=O)c2c1C (centres undefined)	-0.6	2.7	1	-12	1.3	15	-0.3	/	-15	-2
COc1ccc(Cn2c(=O)[nH]c3cc(C(=O)N4CCN(c5ccccc5F)CC4)ccc3c2=O)cc1	-0.5	0.0	0	1	-2.0	-17	-1.8	0	17	-3
CC(/C=N/N1CCN(c2ccccn2)CC1)=C\c1ccccc1	-1.1	1.7	16	65	3.5	-5	-0.9	2	5	4
CCc1ccccc1NC(=S)NCc1ccc2c(c1)OCO2	/	0.8	/	-6	0.6	4	0.4	-3	-4	-2
O=C(CN1CCOCC1)N/N=C/c1ccco1	/	-1.0	-13	5	2.7	-11	0.5	-3	11	3
CCN1/C(=C/c2ccc3cc(C)ccc3[n+]2CC)Sc2cc(C)ccc21	-0.8	/	0	-85	8.2	58	/	-1	-58	-4
CCN1C(=O)[C@H]2[C@@H](c3ccc(-c4ccc(OC)cc4)c(OC)c3)N[C@@](Cc3ccccc3)(C(=O)OC)[C@H]2C1=O	-0.1	-0.7	6	16	2.7	27	1.4	-3	-27	4
COc1ccc(OC)c(/C=N/NC(=O)c2ccc[n+](CC(=O)c3ccccc3)c2)c1	2.2	3.9	/	0	/	0	1.4	-3	0	-7
C=CCC[C@@H](Cc1ccc(F)cc1)C(=O)O[C@H](CNC(=O)[C@@H](CC=C)CC(=O)N[C@H](CO)Cc1ccccc1)c1ccccc1	-2.8	-0.1	-4	6	1.6	-5	-2.0	0	5	-6
Cc1c(C(=O)NCCc2ccccc2)oc2ccc(S(=O)(=O)N3CCOCC3)cc12	-1.1	-0.6	-1	-1	1.7	37	-0.3	-8	-37	-7
COC(=O)c1cnn(-c2ccccc2)c1/C=N/NC(=S)Nc1ccc(Cl)cc1	/	5.2	-2	/	2.9	/	3.5	/	/	/
N#Cc1c(N2CCCC(O)C2)nc(N)c2c(N)nc3c(c12)CC(=O)N3C12CC3CC(CC(C3)C1)C2 (centres undefined)	2.2	0.3	-15	-7	2.2	17	-0.9	6	-17	-7

Part of the list above in another layout:
Values in the order – CAL PDZ FP-1, AddAB inh, Wnt bcat act, MITF act, phage Ecoli inh, SR-BI HDL uptake, E coli growth, CAL PDZ FP-2, SR-BI uptake up, Tat export inh
Cc1sc2nc(CSC(C)C(=O)Nc3ccc(C(N)=O)cc3)[nH]c(=O)c2c1C (centres undefined)
  -0.6, 2.7, 1, -12, 1.3, 15, -0.3, /, -15, -2
COc1ccc(Cn2c(=O)[nH]c3cc(C(=O)N4CCN(c5ccccc5F)CC4)ccc3c2=O)cc1
  -0.5, 0.0, 0, 1, -2.0, -17, -1.8, 0, 17, -3
CC(/C=N/N1CCN(c2ccccn2)CC1)=C\c1ccccc1
  -1.1, 1.7, 16, 65, 3.5, -5, -0.9, 2, 5, 4
CCc1ccccc1NC(=S)NCc1ccc2c(c1)OCO2
  /, 0.8, /, -6, 0.6, 4, 0.4, -3, -4, -2
O=C(CN1CCOCC1)N/N=C/c1ccco1
  /, -1.0, -13, 5, 2.7, -11, 0.5, -3, 11, 3

Further structures follow:
SMILES	CAL PDZ FP-1	AddAB inh	Wnt bcat act	MITF act	phage Ecoli inh	SR-BI HDL uptake	E coli growth	CAL PDZ FP-2	SR-BI uptake up	Tat export inh
CC1=Nc2cc([N+](=O)[O-])ccc2NC(C)(C)C1	-1.2	0.6	11	-11	-0.8	/	-0.8	1	/	0
CCN(C(=O)CSc1nc2ccc([N+](=O)[O-])cc2s1)c1c(N)n(Cc2ccccc2)c(=O)[nH]c1=O	0.2	/	-2	/	1.1	2	/	-7	-2	8
Cc1cc(=O)[nH]c(SCC(=O)Nc2ccc3c(c2)CCC3)c1C#N	-0.4	3.1	-8	-4	2.9	-23	3.2	-2	23	-1
CC(C)(C)OC(=O)C[C@@H]1C/C=C\C[C@H](CC(=O)NCCO)C(=O)N2CCC[C@@H]2COC1=O	-0.2	4.2	-2	-2	-0.4	-13	1.4	2	13	-2
CCN(CC(=O)Nc1ccc(OC)cc1)CC(=O)N1CC(=O)Nc2ccccc21	-0.7	2.0	0	-8	0.8	-1	2.5	-4	1	1

Given comma-delimited: 3 of the compounds above.
SMILES,CAL PDZ FP-1,AddAB inh,Wnt bcat act,MITF act,phage Ecoli inh,SR-BI HDL uptake,E coli growth,CAL PDZ FP-2,SR-BI uptake up,Tat export inh
Cc1cc(=O)[nH]c(SCC(=O)Nc2ccc3c(c2)CCC3)c1C#N,-0.4,3.1,-8,-4,2.9,-23,3.2,-2,23,-1
CC(C)(C)OC(=O)C[C@@H]1C/C=C\C[C@H](CC(=O)NCCO)C(=O)N2CCC[C@@H]2COC1=O,-0.2,4.2,-2,-2,-0.4,-13,1.4,2,13,-2
CCN(CC(=O)Nc1ccc(OC)cc1)CC(=O)N1CC(=O)Nc2ccccc21,-0.7,2.0,0,-8,0.8,-1,2.5,-4,1,1
